POLK inh = inhibitors of human DNA polymerase kappa. actives 0.53% (n = 400,000). purified Pol kappa, fluorescent DNA synthesis assay, 10 min. Potency, µM (series often up to 107 µM), for the others: at the top dose activity, negative = inhibition, actives largely listed as inhibitors. AID 588579; note: potency is the fitted concentration of half-maximal effect; % is set by controls: 0 for no effect and ±100 for the full control effect
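Fluorescent qHTS in 1536-well format: enzyme (10 nM) and compound sat 15 min at room temperature before 50 nM substrate (final) was added. Signal taken at 0 and 10 min; no-enzyme buffer wells were negative controls.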
APE1 inh = APE1 (human) endonuclease inhibition. P27695. recombinant APE1, TAMRA/BHQ-2 abasic DNA cleavage fluorescence. Potency, µM (titrated, usually from 65.8 µM), inactives show at the top dose activity change, negative = inhibition, hits mostly inhibitors. actives 0.35% (n = 350,000). AID 2517;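 note: potency is the fitted concentration of half-maximal effect; plate controls were vehicle for no effect and reference inhibitor for full effect; nearly all actives have a fitted effect of over 55% in size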
Target sequence (P27695 whole entry, looked up): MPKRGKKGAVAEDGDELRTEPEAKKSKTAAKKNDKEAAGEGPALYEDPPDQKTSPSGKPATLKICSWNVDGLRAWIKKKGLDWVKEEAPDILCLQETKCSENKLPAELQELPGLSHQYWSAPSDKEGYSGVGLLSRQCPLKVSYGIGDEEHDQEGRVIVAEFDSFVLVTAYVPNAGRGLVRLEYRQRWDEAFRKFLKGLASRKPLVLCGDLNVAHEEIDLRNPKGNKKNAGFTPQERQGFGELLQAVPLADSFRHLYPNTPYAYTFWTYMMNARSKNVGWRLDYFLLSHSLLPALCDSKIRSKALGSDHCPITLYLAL
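Compound pre-exposure to 0.75 nM APE1, 15 min at ambient temperature. Reaction initiated with 50 nM TAMRA/BHQ-2 THF substrate, read immediately in kinetic mode, 525 nm excitation, 598 nm emission.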
Anesthetic bind = candidate novel general anesthetic via apoferritin binding | actives 0.074% (n = 350,000) | Potency, µM (highest dose often 77.5 µM), without a hit: at the top dose activity change, negative = displacement, most hits filed as inhibitors | apoferritin/1-aminoanthracene competitive binding, fluorescence | AID 485281; note: potency is the fitted concentration of half-maximal effect; % is set by controls: 0 for no effect and ±100 for the full control effect; nearly all actives have a fitted effect of over 20% in size
Target sequence (P02791 2-175 limits assumed): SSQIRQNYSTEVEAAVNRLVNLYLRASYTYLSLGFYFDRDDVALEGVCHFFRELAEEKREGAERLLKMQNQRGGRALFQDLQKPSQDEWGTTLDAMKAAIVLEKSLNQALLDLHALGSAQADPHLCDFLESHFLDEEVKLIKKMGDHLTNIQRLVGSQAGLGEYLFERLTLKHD
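Horse-spleen apoferritin (10 uM) in 50% saturated 1-aminoanthracene in PBS was incubated 10 min at room temperature with compound. Fluorescence (ex 380, em 535 nm) was normalized to free and bound 1-AMA, with concentration-response fitted by a four-parameter Hill equation.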
BLM inh = Bloom syndrome helicase (human) inhibition; Potency, µM (doses to about 56.1 µM), without a hit: at the top dose activity change, negative = inhibition, usual class: inhibitors; recombinant BLM DNA unwinding, fluorescence dequenching; actives 0.2% (n = 350,000); AID 2528; P54132;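 note: potency is the fitted concentration of half-maximal effect; plate controls were vehicle for no effect and no enzyme for full effect; nearly all actives have a fitted effect of over 35% in size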
Pol beta inh = DNA polymerase beta (human) inhibition; P06746; AID 485314; actives 1.3% (n = 340,000); Potency, µM (series often up to 114 µM), without a hit: at the highest dose activity change, negative = inhibition, hits mostly inhibitors; Pol beta primer extension/strand displacement, fluorescence kinetic; note: potency is the fitted concentration of half-maximal effect; % is set by controls: 0 for no effect and ±100 for the full control effect
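Pol beta (10 nM) and compounds were preincubated 15 min at room temperature, then 50 nM substrate (final) started primer extension/strand displacement. Reads were taken at 0 and 10 min; concentration-response data were fitted to a four-parameter Hill equation.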
ERG Ets-DNA blk = ERG Ets/DNA interaction inhibition. P11308. fluorescence polarization, His-ERG Ets domain / labelled DNA. Potency, µM (titrated, usually from 76.9 µM), without a hit: at the highest dose FP activity, negative = inhibition, hits mostly inhibitors. actives 0.028% (n = 370,000); active = well fitted inhibition curve with a large enough effect in the polarisation, with a control signal flat; inconclusive = small, poorly fitted or top-dose-only effect, or effect the other way, or a change in a side signal; inactive = no such curve, though single readings can be large or run the other way; the % refers to the polarisation;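 note: polarization taken with two DNA probes labelled with fluorescein and Texas red; potency is the fitted concentration of half-maximal effect; % of control where 0% means no effect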
Target sequence (P11308 whole entry, looked up, the tested form may be a part): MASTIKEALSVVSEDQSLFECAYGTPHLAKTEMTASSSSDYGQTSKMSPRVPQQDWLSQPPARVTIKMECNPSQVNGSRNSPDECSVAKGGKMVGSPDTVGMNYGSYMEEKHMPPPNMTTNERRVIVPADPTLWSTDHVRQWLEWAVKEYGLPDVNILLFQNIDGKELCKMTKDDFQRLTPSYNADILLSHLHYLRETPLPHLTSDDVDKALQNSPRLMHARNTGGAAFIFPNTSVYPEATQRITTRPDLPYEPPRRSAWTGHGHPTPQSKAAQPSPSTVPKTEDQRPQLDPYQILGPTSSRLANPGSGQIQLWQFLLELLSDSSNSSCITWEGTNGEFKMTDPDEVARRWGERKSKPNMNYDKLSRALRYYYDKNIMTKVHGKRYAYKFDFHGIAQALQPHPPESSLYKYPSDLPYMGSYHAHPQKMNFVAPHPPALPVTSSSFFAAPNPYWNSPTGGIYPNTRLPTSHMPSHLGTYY
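His-tagged ERG Ets domain (1 uM in the protein solution; 300mM KCl, 50mM Tris-HCl, 1mM EDTA, 1mM DTT, pH 7.5) received compound, then a probe mix of 5 nM fluorescein-DNA and 100nM Texas-615-DNA. Fluorescence polarization was read for both dyes.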
12-LOX inh = inhibitors of human 12S-lipoxygenase ALOX12. AID 1671190. actives 1.1% (n = 580,000). P18054. Potency, µM (series often up to 108 µM), without a hit: at the highest dose activity change, negative = inhibition, usual class: inhibitors. purified 12hLO, xylenol orange hydroperoxide absorbance; note: potency is the fitted concentration of half-maximal effect; % is set by controls: 0 for no effect and ±100 for the full control effect
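Purified human 12hLO (150 nM final) in 25 mM Hepes, 0.01% Triton X-100, pH 7.0 was preincubated 15 min at room temperature with compound. Then 40 uM arachidonic acid was added, 30 min. Hydroperoxide was read by Fe-XO absorbance ratio 573/405 nm.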
TRHR agonist = activates the human TRH receptor; actives 0.18% (n = 360,000); P34981; TRHR cells, calcium flux fluo-8, FDSS agonist mode; activation, % at 2 µM; in the data active = activation above about 30%; note: 0% is about no effect
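Steps: seed TRHR cells overnight; add fluo-8 no-wash Ca dye, RT 30 min–1.5 h; record 10 s baseline; pin-transfer compounds; monitor fluorescence 1 cycle/s for the agonist window. Calcium increases flag candidate agonists.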
POLI inh = blocks human DNA polymerase iota activity; Pol iota fluorescent replication assay, 10 min; Potency, µM (highest dose often 115 µM), for the others: top-dose activity, negative = inhibition, hits mostly inhibitors; AID 588590; actives 1% (n = 390,000); note: potency is the fitted concentration of half-maximal effect
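Fluorescent replication assay read twice, at 0 min and 10 min after adding 50 nM (final) substrate. Enzyme (10 nM) and compounds were first incubated 15 min at room temperature; enzyme-free buffer wells were negative controls.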
* hit, by the source's call; ? = inconclusive; · = not tested or not shown; & = joins results of further samples; [ ] = another dose, or the depositor's remark. Unless noted, calls come from the whole dose curve; as a rule, active = well fitted curve in the direction sought with a large enough effect; inconclusive = small, poorly fitted or top-dose-only effect, or another doubt; inactive = no such curve, though single readings can be large; an effect the other way counts as inactive or inconclusive. This is a subset; the hit share may differ from the screen's.

SMILES	POLK inh	APE1 inh	Anesthetic bind	BLM inh	Pol beta inh	ERG Ets-DNA blk	12-LOX inh	TRHR agonist	POLI inh
Cc1csc(NC(=O)CSc2nsc(SCC(=O)Nc3nc(C)cs3)c2C#N)n1	-19%	-4%	-15%	-6%	27%	-6%	?	0.2	-1%
COc1cccc(CC(=O)NCCCSc2ccccc2)c1	-6%	43%	-15%	0%	-13%	-4%	14%	-1.1	19%
O=c1[nH]c2ccccc2nc1/C=C(\O)c1cccs1	-13%	5%	-14%	-8%	-2%	4%	-1%	115*	21%
C/C(CC(=O)Nc1cccc(F)c1)=N\NC(=O)c1ccncc1	-5%	-5%	0%	-5%	-3%	1%	22%	0.0	151%[activator]
CC(C)(C)C(=O)COc1ccccc1[N+](=O)[O-]	-9%	18%	?	-2%	-2%	5%	-5%	0.0	21%
Cc1ccc(CCN2C(Nc3ccccc3)=NC[C@@H]2C)cc1	4%	-1%	·	·	·	3%	?	1.2	26%
CC(=O)c1ccc(NC(=O)C(C)Sc2n[nH]c(-c3cccnc3)n2)cc1 (stereo not given)	-10%	4%	-6%	-1%	1%	6%	-20%	-0.4	117%[activator]
Cc1ccc(C2C(C(=O)c3ccco3)=C(O)C(=O)N2c2nnc(C)s2)cc1 (stereo not given)	-6%	14%	-17%	-1%	6%	0%	?	17	7%
COc1ccccc1OCCn1c(SCC(=O)O)nc2ccccc21	79µM*	-16%	-10%	-9%	28µM*	6%	?	-0.7	?
OCCC1CN(C2CCN(c3ccccc3F)CC2)CCN1Cc1ccccc1 (stereo not given)	12%	10%	-9%	-3%	10%	-12%	-1%	-0.1	-18%
COc1ccc2c(Cl)c(-c3nnc(SCC(=O)c4ccccc4)n3C)sc2c1	-10%	-2%	-18%	-15%	-3%	-13%	-17%	0.1	-18%
CCO[C@@H]1OC(C(=O)O)=C[C@H](c2ccc(Br)cc2)[C@H]1CCCO	15%	-8%	2%	0%	-2%	-1%	7%	0.3	17%
O=C(c1ccco1)N1CCN(C(=O)c2cc(-c3ccccn3)nc3ccccc23)CC1	-12%	1%	-8%	-1%	-1%	-2%	-3%	-0.1	1%
CCOC(=O)N1CCN(C(=O)CSc2ccc(C(=O)OC)cc2[N+](=O)[O-])CC1	5%	36%	-16%	-6%	-14%	-23%	0%	1.6	-5%
COc1cccc(C(=O)Nc2cccc(C(=O)OCc3cc(=O)n4nc(C(C)C)sc4n3)c2)c1	-9%[60.1 µM]	·	-13%	-2%	1%	4%	-27%	-0.6	30%[activator]
Cc1ccnc(NC(=O)CC(c2ccccc2)c2ccccc2)n1	8%	4%	-13%	-3%	0%	5%	0%	-0.1	63%[activator]
CCCS(=O)(=O)N1CCN(c2ccccn2)CC1	-7%	0%	-6%	-3%	15%	-4%	0%	0.4	1%
Fc1ccc(-c2noc3ncnc(NC4CCCCC4)c23)cc1	7%	·	-6%	0%	12%	-1%	-23%	-1.0	-13%
O=C(Nc1ccc(-c2nc3ccc(NC(=O)c4cccs4)cc3[nH]2)cc1)c1cccs1	?	?	178%[activator]	-5%	10µM*	·	?	-0.1	20µM*
COc1ccccc1C(=O)C1CCCN(C(=O)CN2CCCCC2=O)C1 (stereo not given)	-1%	-6%	-7%	-2%	16%	-1%	1%	-0.5	61%[activator]
COc1ccc(C(C#N)N2N=C(C)CC2c2ccccc2)cc1OC (stereo not given)	-21%	25%	-12%	-6%	8%	0%	35%[activator]	0.9	7%
O=C(COC(=O)c1cnccn1)c1cccc([N+](=O)[O-])c1	5%	-1%	-3%	2%	2%	3%	7%	0.0	7%
CCCCCc1ccc(-c2ccc(/C=C/C(N)=O)cc2)nc1	-19%	5%	3%	1%	-14%	-11%	13%	1.3	8%
COc1ccc(S(=O)(=O)c2nnn(-c3cccc(OC)c3)c2N)cc1	-8%	-6%	-11%	-9%	26%	11%	3%	2.5	16%
COCCn1c(C)cc(C2=NNC(=NC(C)(C)C)SC2)c1C	-5%	-4%	?	-12%	1%	0%	-27%	0.2	19%

Reprinted from the part before: 4 entries; new compounds follow.
SMILES	POLK inh	APE1 inh	Anesthetic bind	BLM inh	Pol beta inh	ERG Ets-DNA blk	12-LOX inh	TRHR agonist	POLI inh
O=C(COC(=O)c1cnccn1)c1cccc([N+](=O)[O-])c1	5%	-1%	-3%	2%	2%	3%	7%	0.0	7%
CCCCCc1ccc(-c2ccc(/C=C/C(N)=O)cc2)nc1	-19%	5%	3%	1%	-14%	-11%	13%	1.3	8%
COc1ccc(S(=O)(=O)c2nnn(-c3cccc(OC)c3)c2N)cc1	-8%	-6%	-11%	-9%	26%	11%	3%	2.5	16%
COCCn1c(C)cc(C2=NNC(=NC(C)(C)C)SC2)c1C	-5%	-4%	?	-12%	1%	0%	-27%	0.2	19%
O=C(CCC1COc2ccccc2O1)Nc1ccc(Cl)cn1 (stereo not given)	-9%	-1%	-4%	-2%	1%	10%	0%	-0.1	-9%
Cc1sc2ncnc(N3CCC(C(=O)Nc4nc(-c5cccs5)cs4)CC3)c2c1C	-7%	1%	·	·	·	·	-5%	-0.2	-10%
O=C(NCC(c1cccs1)S(=O)(=O)c1cccs1)c1ccc(C(F)(F)F)cc1 (stereo not given)	-7%[60.1 µM]	·	-15%	-9%	6%	1%	-25%	-0.5	13%
COc1ccc2oc(=O)c(C(=O)NCc3ccccc3)cc2c1	-1%	31%	-2%	-1%	-22%	10%	-1%&-3%	0.0	39%
CCC(=O)Nc1ccc(NC(=O)c2c(C)nc3ccccn23)cc1	-8%	6%	-9%	-8%	29%	·	21%	0.4	27%
CCn1c(=O)c(C(=O)NCc2cccnc2)c(O)c2ccccc21	-2%	1%	-7%	-3%	-12%	6%	7%	-0.9	7%
CCOC(=O)c1nc(NCCc2ccccc2)sc1C	-7%	-7%	?	-4%	-5%	0%	-2%	-1.6	35%[activator]
COc1ccc(/C=N/c2c(-c3ccco3)nc3ccccn23)cc1OC	?	-3%	-13%	-11%	18%	-8%	?	0.6	?
O=C1Nc2ccc([N+](=O)[O-])cc2OC1CCN1CCN(c2ccccc2)CC1 (stereo not given)	2%	0%	?	-7%	2%	-1%	-25%	0.6	26%
CCc1ccc(NC(=O)CS(=O)CC(=O)Nc2ccc(N3CCOCC3)cc2)cc1 (stereo not given)	-11%	?	8%	-11%	22µM*	-13%	-16%	1.3	?
CC(C)=CC1C=C(C)C(C)C2C(=O)NNC(=O)C12 (stereo not given)	-3%	10%	-22%	1%	-2%	·	22%	-0.7	19%
CC(Oc1ccc2c3c(c(=O)oc2c1)CCCC3)C(=O)NCC1CCC(C(=O)O)CC1 (stereo not given)	1%	13%	-13%	0%	12%	-2%	-7%	-0.1	18%
CN(C)CCCn1cc(C2=C(c3c[nH]c4ccccc34)C(=O)NC2=O)c2ccccc21	-13%&-3%&-14%[19.4 µM]	-10%&-7%&-4%	?	-14%	·	·	-23%	·	·
CC(=O)NC(c1ccc(Cl)cc1)c1ccc2cccnc2c1O (stereo not given)	-17%	·	·	·	·	1%	-22%	·	17%
Cc1cc(=O)[nH]c(SCc2nc3ccccc3n2Cc2ccccc2)n1	4%	10%	-14%	-5%	6%	-17%	4%	0.3	12%
O=C(COC(=O)Cc1ccccc1F)NC(=O)NC1CCCC1	8%	8%	·	·	·	1%	188%[activator]	·	24%
O=C(Nc1nnc(-c2cc(Cl)ccc2Cl)o1)C1=COCCO1	-3%	3%	·	·	·	-5%	-9%	0.2	42%[activator]
Cc1cccc(NC(=O)CCS(=O)(=O)c2ccccc2)n1	-17%	-4%	3%	-2%	0%	5%	-6%	0.5	-12%
COc1ccc(C2CC(Cn3cc(C#N)c(=O)n(C)c3=O)ON2C)cc1 (stereo not given)	2%	-4%	-3%	0%	1%	7%	-3%	0.2	-11%
CCCCC(=O)NC(c1cccc([N+](=O)[O-])c1)c1ccc2cccnc2c1O (stereo not given)	-12%	·	·	·	·	3%	?	·	19%
COc1ccc(CCNC(=O)CSc2nnc(Cn3c(=O)sc4ccccc43)n2C)cc1OC	-11%	-9%	-5%	-9%	-10%	1%	10%	-0.6	1%
Cc1ccc2cc(C3C(C#N)=C(N)Oc4c3ccc3cccnc43)c(=O)[nH]c2c1 (stereo not given)	0%	-2%	-14%	-13%	-9%	-7%	25µM*	-1.2	88%[activator]
CCOc1ccc2nc(N3CCN(C(=O)C(C)C)CC3)sc2c1	-8%[60.1 µM]	·	-5%	2%	5%	-16%	-11%	-0.2	16%
C/C(=C\C(=O)C(F)(F)F)Nc1ccc(C(F)(F)F)cc1	3%	-3%	1%	2%	6%	-9%	0%	-0.1	23%
CC1CCCC(N2CCN(S(=O)(=O)c3ccccc3)CC2)C1 (stereo not given)	-4%	38%	6%	-4%	11%	-2%	?	-0.1	114%[activator]
CSCCC(Nc1nc2ccccc2s1)C(=O)O (stereo not given)	-3%	-2%	6%	-1%	-15%	2%	?	1.0	4%
COc1cccc2sc(N3CCN(c4nc5ccccc5s4)CC3)nc12	8%	-4%	-5%	-3%	-1%	2%	-13%	1.0	-3%
Cc1ccc(Cl)cc1NS(=O)(=O)c1ccccc1	-7%	·	·	·	·	1%	3%	·	23%
Cc1ccccc1Nc1c(N)c(=O)oc2ccccc12	-16%	-1%	-14%	-4%	-24%	4%	-98%	-0.3	16%
Cc1cc(C)nc(NS(=O)(=O)c2ccc(-n3cccc3)cc2)n1	79µM*	0%	-4%	-10%	32µM*	13%	1%	0.3	?

Screening data (PubChem)
